Screening data: PubChem, National Center for Advancing Translational Sciences (NCATS)
S3 lipid droplet – qHTS Assay for Lipid Storage Modulators in Drosophila S3 Cells. Drosophila S3 cells, BODIPY lipid droplet fluorescence, 18-24 h; cells fed with added oleic acid. lipid storage change, negative = inhibition, % at the top dose, mostly 46.1 µM; hits show Potency in µM. 0.64% of 320,000 active. AID 2685, 2010; active = well fitted inhibition curve with a large enough effect in the signal ratio, with a control signal flat, not every such curve was filed as active; inconclusive = small, poorly fitted or top-dose-only effect, or effect the other way, or a change in a side signal; the % refers to the signal ratio
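Drosophila S3 cells loaded with oleic acid (400 uM, as added) and compounds at several concentrations; lipid droplets imaged by 488-nm laser-scanning cytometry, 500–530 nm intensity and object ratio to cell channel. Percent activity normalized to 20 uM Triacsin C.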
S3 lipid droplet cell count max – further read-out of S3 lipid droplet, marked with its call; cell number change, %; measured here: cell count max response;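 cells counted by Cell Tracker Red CMTPX staining in the red channel; peak over a dose series mostly up to 46.1 µM; percent activity relative to internal control wells on each plate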
Starred values were filed as active, the others as inactive; i = inactive; ? = inconclusive; . = no result given; [ ] = another dose, or the depositor's remark. % is scaled to controls: 0 for no effect and ±100 for the full control effect; potency is read from the fitted curve at half-maximal effect.

The first 4 compounds as a preview:
| molecule | S3 lipid droplet cell count max | S3 lipid droplet |
| --- | --- | --- |
| Cc1csc(=O)n1CCC(=O)OCC(=O)c1c(N)n(C)c(=O)n(C)c1=O | . | -24.3% |
| O=[N+]([O-])c1ccc(Cl)cc1NCCCN1CCOCC1 | -1.7 | 0.8% |
| O=C(O)/C=C/c1cn(-c2ccccc2)nc1-c1cc2ccccc2o1 | 9.6 | 2.8% |
| COc1ccc(N2CCN(C(=O)CCC(=O)N3CC(C)Oc4ccc(C)cc43)CC2)cc1 (configuration not stated) | -10.1 | i |

This part in full (from the top)
| molecule | S3 lipid droplet cell count max | S3 lipid droplet |
| --- | --- | --- |
| Cc1csc(=O)n1CCC(=O)OCC(=O)c1c(N)n(C)c(=O)n(C)c1=O | . | -24.3% |
| O=[N+]([O-])c1ccc(Cl)cc1NCCCN1CCOCC1 | -1.7 | 0.8% |
| O=C(O)/C=C/c1cn(-c2ccccc2)nc1-c1cc2ccccc2o1 | 9.6 | 2.8% |
| COc1ccc(N2CCN(C(=O)CCC(=O)N3CC(C)Oc4ccc(C)cc43)CC2)cc1 (configuration not stated) | -10.1 | i |
| Cc1nnc(SCC(=O)Nc2ccc(N(C)C)cc2)n(N)c1=O | . | ? |
| CCC(C)NC(=O)Cn1c(=O)n(CCCC(=O)NCc2ccccc2Cl)c(=O)c2ccccc21 (configuration not stated) | . | ? |
| Cc1cc(N2CCN(C/C=C/c3ccccc3)CC2)n2ncnc2n1 | . | ? |
| COc1ccc(OCCOC(=O)CNC(=O)c2ccc(Cl)cc2Cl)cc1 | . | ? |
| O=C(C[n+]1ccccc1)Nc1nc2ccccc2s1 | 1.3 | i |
| CC(C)C[C@H](NC(=O)N1c2ccccc2NC(=O)[C@@H]1C(C)C)C(=O)N[C@@H](Cc1ccccc1)C(=O)O | -11.0 | -12.8% |
| CCN1CCN(c2ccc(NC(=O)c3cccnc3)cc2Cl)CC1 | -21.2 | -5.5% |
| CN1CCN(c2nc(-c3ccc(Cl)cc3)nc3ccccc23)CC1 | . | ? |
| CC(C)(C)CC(=O)Nc1ccc(Nc2ccccc2)cc1 | . | ? |
| O=C(Cc1ccc(S(=O)(=O)N2CCOCC2)s1)N1CCN(S(=O)(=O)c2cccc(Cl)c2)CC1 | 17.2 | i[0.0737 µM] |
| COC(=O)c1cc(Cl)c(NS(=O)(=O)c2ccccc2)cc1OC | 8.2 | 23.1% |
| CCOC(=O)N1CCC(Nc2c(OCC)c(=O)c2=O)CC1 | . | ? |
| COc1ccc(-n2cnnc2SCC(=O)Nc2cc(S(=O)(=O)N3CCCCC3)ccc2C)cc1 | . | ? |
| COC(=O)c1ccc(COc2cc(O)c3c(c2)OC(C)(C)CC3=O)cc1 | -7.3 | 0.2% |
| CC(C)(C)c1ccc(N/N=C(\C#N)S(=O)(=O)C(C)(C)C)cc1 | -12.0 | -2.7% |
| CC1CCN(C(=O)COC(=O)c2cc3ccccc3cc2O)CC1 | . | ? |
| O=C(Nc1cccnc1Cl)c1cc(-c2ccc(Br)cc2)on1 | . | ? |
| Cc1c([N+](=O)[O-])c(N)nn1C | -1.3 | -2.7% |
| CCOC(=O)N1CCN(C(=O)CSc2ccc(-c3ccncc3)nn2)CC1 | 14.8 | 0.8% |
| CCOC(=O)c1cnc(-c2ccccc2)nc1Oc1ccc(Cl)cc1 | . | ? |
| Cc1ccc(C)c(S(=O)(=O)n2cnc3ccccc32)c1 | . | ? |
| Nc1nc(N2CCN(C/C=C/c3ccccc3)CC2)nc2ccccc12 | . | ? |
| Cc1ccc(NC2=NC(C(=O)Nc3ccc(C)c(C)c3)CC(=O)N2)cc1 (configuration not stated) | 12.0 | -2.8% |
| O=C(Cn1cnc2cc([N+](=O)[O-])ccc2c1=O)Nc1cccc2ccccc12 | . | ? |
| CCc1ccc(C2CC(c3ccc(F)cc3)Nc3nc(N)nn32)cc1 (configuration not stated) | . | i |
| COc1cc(OC)cc(-c2nc3ccccc3s2)c1 | . | -24.8% |
| CCOC(=O)C1CCN(S(=O)(=O)c2cc(Br)cc3c2N(C(=O)C2CC2)CC3)CC1 | . | i |
| Oc1ccc(N=C/C=C/c2ccc(Br)cc2)cc1-c1nc2ccccc2s1 | -3.7 | i |
| COc1cc(/C=N/NC(=O)c2ccc([N+](=O)[O-])cc2Cl)cc(Br)c1O | 3.3 | 6.0% |
| COCCNC(=O)CN(C(=O)CCC(=O)Nc1ccccn1)c1ccc(OC)cc1 | -7.0 | i |
| Cc1ccc(-c2cc(C(=O)N3CCN(c4ccccc4O)CC3)c3ccccc3n2)cc1 | -15.8 | i |
| Cn1cccc1-c1nc2ccccc2[nH]1 | 18.1 | 8.0% |
| CCOc1cc(C(=O)N2CCN=C2SC)cc(OCC)c1OCC | . | i |
| CCn1cc(CNC(=S)Nc2cccc(Cl)c2C)cn1 | 3.7 | 13.4% |
| COc1cc(/C=N/Nc2nc(N3CCCC3)nc(N3CCCC3)n2)ccc1OCc1ccccc1F | 8.0 | 2.6% |
| Cn1c(=O)[nH]c(=O)c2c1[nH]c(=S)n2Cc1ccccc1 | 11.5 | 3.0% |
| CN(C)CC#CCC(O)(c1ccccc1)c1ccccc1 | -17.4 | -25.0% |
| COc1ccc(OC)c(NC(=O)CSc2nn3c(=O)c(C)nnc3s2)c1 | . | ? |
| N#CCCn1cc(C(=O)Nc2ccccc2Br)c(-c2cc3ccccc3o2)n1 | . | ? |
| COc1ccc(NC(=O)C2=NN(C3CCS(=O)(=O)C3)C(=O)CC2)cn1 (configuration not stated) | 15.6 | -1.8% |
| COc1ccccc1CN1CCCCC1C(=O)O (configuration not stated) | . | ? |
| C=C(C)Cn1c(N(CCO)Cc2ccccc2)nc2c1c(=O)[nH]c(=O)n2C | . | i |
| O=C(N1CCOCC1)N1CCc2ccccc21 | . | ? |
| COc1cc(/C=N/n2c(C)n[nH]c2=S)ccc1OCc1ccccc1 | . | ? |
| COc1ccc(C2CC2/C(C)=N/OC(=O)c2ccc(F)cc2)cc1 (configuration not stated) | . | ? |
| O=C(CCc1nc2ccccc2s1)OCC(=O)N1CCN(C(=O)c2ccco2)CC1 | 8.6 | -21.6% |
| O=C(Nc1ccc([N+](=O)[O-])cc1)/C(=C/c1cccc([N+](=O)[O-])c1)NC(=O)C1CCCCC1 | . | ? |
| Cc1cccc2cc(CN(CCN(C)C)C(=S)NCc3ccco3)c(=O)[nH]c12 | -3.7 | 12.6% |
| CCOC(=O)c1cc(-c2ccco2)nc2c1c(C)nn2-c1cccc(Cl)c1 | -12.8 | -11.0% |
| N#Cc1ccsc1NC(=O)CN1CCN(S(=O)(=O)c2ccccc2C(F)(F)F)CC1 | . | ? |
| COc1cc(C2C(C#N)=C(N)Oc3cc(C)n(CCN4CCOCC4)c(=O)c32)cc(OC)c1OC (configuration not stated) | 3.2 | -0.3% |
| O=C(Nc1c(Cl)cc(Cl)cc1C(=O)NCC1CCCO1)c1ccco1 (configuration not stated) | -15.2 | -9.5% |
| Cc1cccc(-n2nc3c(c2NC(=O)c2ccc4c(c2)OCO4)CS(=O)(=O)C3)c1C | . | ? |
| CCn1c(SC(C)C(=O)N2CCOCC2)nc2sc(C)c(C)c2c1=O (configuration not stated) | . | 17.6% |
| COc1cc(OC)c(C2CC(=O)N3CN(c4ccccc4C)CSC3=C2C#N)cc1OC (configuration not stated) | . | ? |
| CCCCN1C(=O)c2ccc(C(=O)Nc3ccc(S(=O)(=O)N(C)C)cc3)cc2C1=O | . | ? |

(continued)
| molecule | S3 lipid droplet cell count max | S3 lipid droplet |
| --- | --- | --- |
| CC(=O)Nc1ccc(C(=O)COC(=O)C2CC3CCCC(C2)C3=O)cc1 (configuration not stated) | . | ? |
| CCOc1ccc2nc(Nc3nc4ccc(NC(C)=O)cc4s3)sc2c1 | . | ? |
| Cc1cccc(N=C2N=C(N)c3ccccc32)c1 | 1.9 | 12.8% |
| Cc1cc(C)cc(OCC(=O)OCC(=O)Nc2cc(C)nn2-c2ccccc2)c1 | . | ? |
| CC(C)(C)c1ccc(OCCC(=O)NC2=NCCS2)cc1 | -26.3 | i |
| Cc1ccccc1NC(=O)CNc1ccc(Cl)c(C(F)(F)F)c1 | -11.3 | -16.2% |
| CCOC(=O)C1CCCN(c2c(Nc3ccc(C)c(C)c3)c(=O)c2=O)C1 (configuration not stated) | . | ? |
| O=c1[nH]cn[nH]1 | 0.2 | -1.0% |
| Cc1cccc(C(=O)Nc2nnc(Cc3ccccc3)s2)c1 | . | ? |
| CC(NS(=O)(=O)c1ccc(Br)cc1)C(=O)NCC1CCCO1 (configuration not stated) | . | ? |
| C/C(N)=C(/C#N)C(=O)COC(=O)c1ccc(OCC2CCCO2)cc1 (configuration not stated) | . | ? |
| COc1ccc(C(=O)NNC(=O)CSc2nnnn2-c2cc(OC)cc(OC)c2)cc1 | . | ? |
| CCC(C)c1ccc(N(C(=O)c2ccco2)C(C(=O)NC2CCCC2)c2cccnc2)cc1 (configuration not stated) | . | ? |
| Cc1ccc(-c2cc(C(=O)N3CCOCC3)no2)cc1 | . | ? |
| CCc1cc2c(CN3CCN(C)CC3)cc(=O)oc2cc1O | . | ? |
| CCN1C(=O)c2cccc3c(S(=O)(=O)NCCc4c[nH]c5ccccc45)ccc1c23 | . | ? |
| COc1cc(OC)cc(C(=O)Nc2ncc3c(n2)CC(C)(C)CC3=O)c1 | . | ? |
| O=C(NC1CC(=O)N(c2ccc(Cl)cc2)C1)N1CCN(C(=O)c2ccco2)CC1 (configuration not stated) | -5.7 | -15.6% |
| COC(=O)COc1cc(C)cc2oc(=O)c(CC(=O)OC)c(C)c12 | . | i |
| COc1ccc(NC(=O)C(NC(=O)Cc2cccs2)c2ccc(C)cc2)cc1 (configuration not stated) | -0.4 | 1.8% |
| CC(C)(C)n1nnnc1C(c1ccc(F)cc1)N1CCN(Cc2ccc3c(c2)OCO3)CC1 (configuration not stated) | . | i |
| CCOc1cc(C=O)ccc1OCCSc1ccc(Cl)cc1 | -14.4 | 0.2% |
| CCOC(=O)c1c(C)[nH]c(C)c1S(=O)(=O)N(C)CC(=O)Nc1ccccc1OC | -10.0 | i |
| O=C(O)c1cnn2cc(-c3[nH]ncc3[N+](=O)[O-])cnc12 | . | ? |
| O=C(c1cc2ccccc2c(=O)o1)N1CCCC1 | -4.8 | -1.1% |
| Cc1cc(C)nc(-n2nc(C)c3c(C(F)F)cc(C)nc32)n1 | . | ? |
| CCOC(=O)Cc1csc(NC(=O)C2CCCN(S(=O)(=O)c3cnc[nH]3)C2)n1 (configuration not stated) | . | ? |
| Cc1ccc(S(=O)(=O)N2CCN=C2SCc2ccc(Cl)c(Cl)c2)cc1 | . | ? |
| Cc1cc(N2CCN(C)CC2)nc2ccc(NC(=O)c3ccccc3F)cc12 | 1.3 | 6.8% |
| COc1ccc(CNCCSc2nnnn2C)cc1OC | 4.0 | i |
| Nn1c(SCC(=O)N2CCc3ccccc3C2)nnc1-c1cccs1 | . | ? |
| COc1cc(O)c(C(CC(=O)N2CCCC(C)C2)c2ccc3c(c2)OCO3)c(OC)c1 (configuration not stated) | . | ? |
| Cc1ccc(C)c(S(=O)(=O)N(C)C2CCS(=O)(=O)C2)c1 (configuration not stated) | . | ? |
| COc1ccc(NC(=O)c2sc3nc(C)nc(N4CCN(c5ccccn5)CC4)c3c2C)cc1Cl | . | ? |
| COc1ccc(NC(=O)CN(C)C(=O)c2cc(C3CC3)nn2-c2ccccc2)cc1 | -11.7 | -7.8% |
| O=c1[nH]n(-c2ccccn2)c(=O)c2ccccc12 | . | ? |
| CCOc1ccc(C(C(=O)NCC2CCCO2)N(Cc2ccccc2)C(=O)c2snc(C(N)=O)c2N)cc1 (configuration not stated) | . | ? |
| O=S(=O)(Nc1cc(S(=O)(=O)N2CCOCC2)ccc1O)c1ccc2c(c1)OCCCO2 | -5.7 | -10.6% |
| Cc1ccc2nc(/C(C#N)=C\c3ccc(N4CCCCC4)c([N+](=O)[O-])c3)[nH]c2c1 | . | ? |
| Cc1ccc(S(=O)(=O)N2CCC(C(=O)NCCCN3CCCCCC3)CC2)cc1 | . | ? |
| COC(C(=O)NNS(=O)(=O)c1ccc([N+](=O)[O-])cc1)c1ccccc1 (configuration not stated) | . | ? |
| CCN(C(=O)COC(=O)c1cnc(C)cn1)C1CCS(=O)(=O)C1 (configuration not stated) | . | -1.1% |
| COc1ccccc1NC(=O)COc1cccc(-n2cnnn2)c1 | -6.5 | 19.2% |
| Cc1cc(C)c2c(CC(=O)Nc3ccc(Cl)cn3)coc2c1 | . | ? |
| COc1ccccc1NC(=O)CC12CC3CC(CC(Br)(C3)C1)C2 | . | ? |
| COc1ccc(OC)c(NC(=O)NC2(C(F)(F)F)Oc3ccccc3O2)c1 | 3.0 | -23.2% |
| CCOc1cc(CN2CCCC(C(=O)c3cccc(C(F)(F)F)c3)C2)ccc1O (configuration not stated) | -1.0 | 18.4% |
| CCOc1ccccc1NC(=O)N1CCCC(c2nc3c(nnn3Cc3ccc(C)cc3)c(=O)[nH]2)C1 (configuration not stated) | . | ? |
| CCOC(=O)c1c(NC(=O)c2ccco2)sc2c1CCCCC2 | . | ? |

Quoted at random: two records from the list, in no set order.
| molecule | S3 lipid droplet cell count max | S3 lipid droplet |
| --- | --- | --- |
| CCOc1cc(CN2CCCC(C(=O)c3cccc(C(F)(F)F)c3)C2)ccc1O (configuration not stated) | -1.0 | 18.4% |
| CCOC(=O)c1c(NC(=O)c2ccco2)sc2c1CCCCC2 | . | ? |

This is a subset; the hit share may differ from the screen's.
